# USP2a inhib: USP2a (human) protease inhibition | O75604 | USP2a enzymatic assay, qHTS inhibition | Potency, µM (series often up to 38.3 µM), without a hit: top-dose activity change, negative = inhibition, hits mostly inhibitors | hit rate 0.1% among 60,000 | AID 927;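 further: potency means the concentration at half of the fitted maximal effect; nearly all actives have a fitted effect of over 60% in size; plate controls were DMSO for no effect and NEM full inhibition control for full effect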
#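 USP2 core (20nM final) preincubated 30 min RT with compound, then Ub-PLA2 20nM and NBD C6-HPC 20uM final added; buffer 20mM Tris-HCl pH 8.0, 2mM CaCl2. Fluorescence Ex 460/Em 535 read at 0 and 2.5 h; normalized to NEM.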
# BRCT PPI red: inhibitors of human BRCA1 BRCT-phosphoprotein interaction (red fluorophore). BRCT-phosphopeptide binding, red fluorescence polarization. Potency, µM (doses to about 76.9 µM), for the others: top-dose activity change, negative = inhibition, most hits filed as inhibitors. hit rate 0.03% among 75,000; further: on the % scale 0 is the no-effect control and ±100 the full control effect
# Target sequence (P38398 whole entry, looked up): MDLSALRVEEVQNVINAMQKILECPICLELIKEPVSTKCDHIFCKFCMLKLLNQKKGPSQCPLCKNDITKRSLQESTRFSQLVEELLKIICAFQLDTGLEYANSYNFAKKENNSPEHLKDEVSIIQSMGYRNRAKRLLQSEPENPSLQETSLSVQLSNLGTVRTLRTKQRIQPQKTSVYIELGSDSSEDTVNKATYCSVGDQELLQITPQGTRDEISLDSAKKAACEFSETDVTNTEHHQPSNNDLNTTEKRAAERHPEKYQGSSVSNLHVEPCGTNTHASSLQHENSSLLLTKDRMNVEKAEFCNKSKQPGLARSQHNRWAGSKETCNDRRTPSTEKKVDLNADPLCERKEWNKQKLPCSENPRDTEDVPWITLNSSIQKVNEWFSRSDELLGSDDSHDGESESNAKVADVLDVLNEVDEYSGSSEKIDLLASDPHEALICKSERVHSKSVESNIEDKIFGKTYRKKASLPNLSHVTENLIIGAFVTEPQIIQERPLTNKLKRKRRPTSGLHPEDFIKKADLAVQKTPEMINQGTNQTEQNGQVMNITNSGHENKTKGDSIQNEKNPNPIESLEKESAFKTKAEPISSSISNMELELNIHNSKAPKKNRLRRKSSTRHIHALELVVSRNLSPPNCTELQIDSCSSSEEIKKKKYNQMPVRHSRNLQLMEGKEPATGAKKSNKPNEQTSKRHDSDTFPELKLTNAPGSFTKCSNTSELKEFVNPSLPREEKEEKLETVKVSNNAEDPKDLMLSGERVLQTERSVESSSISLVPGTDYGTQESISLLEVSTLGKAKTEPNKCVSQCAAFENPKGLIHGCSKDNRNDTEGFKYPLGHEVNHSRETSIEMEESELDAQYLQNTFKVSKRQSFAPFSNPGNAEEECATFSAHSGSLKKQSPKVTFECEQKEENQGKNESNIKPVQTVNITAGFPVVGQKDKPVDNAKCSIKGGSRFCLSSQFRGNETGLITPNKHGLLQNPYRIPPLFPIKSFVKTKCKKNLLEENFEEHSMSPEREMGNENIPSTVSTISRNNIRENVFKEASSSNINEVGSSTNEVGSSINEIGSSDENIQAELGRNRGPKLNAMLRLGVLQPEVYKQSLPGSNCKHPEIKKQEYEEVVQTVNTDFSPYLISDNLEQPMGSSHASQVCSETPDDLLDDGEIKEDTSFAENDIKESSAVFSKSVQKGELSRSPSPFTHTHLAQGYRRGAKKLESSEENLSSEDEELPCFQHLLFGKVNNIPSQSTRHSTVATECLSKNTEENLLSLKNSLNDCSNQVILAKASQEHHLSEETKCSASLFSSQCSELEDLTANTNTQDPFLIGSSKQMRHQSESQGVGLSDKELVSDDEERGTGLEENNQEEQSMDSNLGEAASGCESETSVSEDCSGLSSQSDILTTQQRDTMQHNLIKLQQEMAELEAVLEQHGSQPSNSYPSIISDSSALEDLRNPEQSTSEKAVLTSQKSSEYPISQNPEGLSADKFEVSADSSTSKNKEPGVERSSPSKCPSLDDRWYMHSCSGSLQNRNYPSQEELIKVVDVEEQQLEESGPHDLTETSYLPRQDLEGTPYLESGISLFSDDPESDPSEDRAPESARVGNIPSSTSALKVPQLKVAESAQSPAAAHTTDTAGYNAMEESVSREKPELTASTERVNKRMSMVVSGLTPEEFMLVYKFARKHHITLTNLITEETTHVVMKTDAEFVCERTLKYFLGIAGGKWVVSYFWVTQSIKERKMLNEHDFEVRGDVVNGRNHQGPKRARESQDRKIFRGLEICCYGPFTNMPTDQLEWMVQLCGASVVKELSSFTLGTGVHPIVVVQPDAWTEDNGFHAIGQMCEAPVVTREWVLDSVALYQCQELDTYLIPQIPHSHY
#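 Fluorescence polarization: 100 nM His-tagged BRCA1 BRCT with 100 nM TAMRA-labelled phospho-BACH1 decapeptide, phosphate buffer pH 7.3 with 150 mM NaCl, DTT, 0.01% Tween 20; 12 min RT. Binding inhibition seen as FP decrease.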
# Casp1 inh: blocks human caspase-1 allosterically or competitively; Caspase-1 enzyme, Ac-WEHD-AFC fluorogenic rate; Potency, µM (top dose mostly 57.5 µM), without a hit: top-dose activity change, negative = inhibition, most hits filed as inhibitors; hit rate 0.03% among 75,000; AID 900;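 further: potency means the concentration at half of the fitted maximal effect; plate controls were vehicle for no effect and no substrate for full effect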
# A350 autofl: compounds fluorescent in Alexa 350 spectral region; max dye-equivalent concentration, M; Compound autofluorescence, 340/450 nm, Alexa 350 dye-equivalents; hits give high values; hit rate 11% among 59,000; in the data active means max dye-equivalent concentration above about 10 nM; inconclusive means mostly about 1.1 nM to 9.6 nM
# BRCT inh green: BRCA1 BRCT-phosphoprotein interaction inhibition | P38398 | BRCA1 BRCT-phosphopeptide binding, green fluorescence polarization | Potency, µM (top dose mostly 76.9 µM), for the others: top-dose activity change, negative = inhibition, hits mostly inhibitors | hit rate 0.05% among 75,000 | AID 875;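 further: potency means the concentration at half of the fitted maximal effect; plate controls were peptide without protein for full effect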
#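 Compounds were incubated for 12 min at room temperature with a complex of 100 nM fluorescein-tagged pBACH1 decapeptide and 250 nM His-tagged BRCT protein. Buffer was phosphate pH 7.3 with EDTA, DTT and Tween 20. Disruption of binding lowers the polarization signal.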
# GFP derepression: epigenetic GFP locus derepression in mouse cells; AID 597; mouse C127i GFP locus derepression, cytometry, 30 h; hit rate 0.09% among 68,000; Potency, µM (highest dose often 46.1 µM), for inactives: at the highest dose GFP derepression (activation); further: % of control where 0% means no effect
#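 Locus derepression in mouse mammary C127i cells whose integrated CMV-GFP reporter is normally silent; GFP expression after 30 h compound treatment was quantified by counting fluorescent cells.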
# 4-MU autofl: compound fluoresces in the 4-MU spectral region. hit rate 11% among 59,000. compound autofluorescence, 340/450 nm, 4-MU equivalents; hits give high values. AID 589. max dye-equivalent concentration, M; in the data active means max dye-equivalent concentration above about 10 nM; inconclusive means mostly about 1.1 nM to 9.6 nM
#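 Compounds in 100 mM Tris, pH 8.0, sat 15 min at room temperature before fluorescence was read at 340 nm excitation/450 nm emission; a per-plate six-point 4-MU standard curve converted signals to dye-equivalent concentration at each compound concentration.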
# UbGFP stabilizer: ubiquitin-GFP accumulation via proteasome inhibition; Ubiquitin-GFP reporter cells, proteasome inhibition, GFP fluorescence; response scale: untreated = 0%, 10 µM MG-132 = 100%; Potency, µM (top dose mostly 45.9 µM), for the others: top-dose activation (GFP accumulation), most hits filed as activators; 67,000 tested, under 10 active; AID 526; active means well fitted activation curve with a large enough effect, not every such curve was filed as active; inconclusive means small, poorly fitted or top-dose-only effect, or another doubt; inactive means no such curve, though single readings can be large or run the other way; further: potency means the concentration at half of the fitted maximal effect
#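 Reporter cells (U2OS, ubiquitin-G76V-GFP fusion) are plated overnight, then treated 4 hr at 37 °C with compound titrations from 46 uM down to 2.9 nM. Activity is scaled against untreated cells and 10 uM MG-132.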
# HEK293 cAMP ctrl: counter-screen for TSHR agonists: cAMP increase in parental HEK293; Potency, µM (series often up to 57.1 µM), for the others: top-dose activation, usual class: activators; hit rate 2.5% among 73,000; AID 938; parental HEK293 CNG cAMP sensor, membrane potential fluorescence; further: potency means the concentration at half of the fitted maximal effect; % of control where 0% means no effect; nearly all actives have a fitted effect of over 55% in size
#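 Counterscreen for endogenous-receptor signalling: CNG-channel HEK 293 cells report cAMP rise by membrane depolarization. After 60 min dye equilibration with 100 uM RO 20-1724, compounds incubated 30 min before bottom-read fluorescence at 590 nm.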
# Fluorescein autfl: fluorescein region autofluorescence | Compound autofluorescence, 480/540 nm, fluorescein-equivalent; hits give high values | max fluorescein-equivalent concentration, M | hit rate 0.91% among 59,000 | AID 593; in the data active means max fluorescein-equivalent concentration above about 10 nM; inconclusive means between about 1.1 nM and that limit
#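 First, buffer (100 mM Tris, pH 8.0) dispensed; second, compounds and fluorescein standards pinned in; third, 15 min room-temperature incubation; finally, imaging at ex 480 nm/em 540 nm. Fluorescence normalized against the six-point fluorescein curve.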
# Caspase-7 inhib: caspase-7 (human) inhibition, allosteric or competitive. P55210. recombinant caspase-7, Ac-DEVD-AFC fluorescence rate. Potency, µM (doses to about 57.5 µM), for inactives: at the highest dose activity change, negative = inhibition, actives largely listed as inhibitors. hit rate 0.02% among 75,000. AID 889; active means well fitted inhibition curve with a large enough effect in the main read-out, with a control signal flat, not every such curve was filed as active; inconclusive means small, poorly fitted or top-dose-only effect, or a change in a side signal; further: potency means the concentration at half of the fitted maximal effect; % of control where 0% means no effect
# * hit, by the source's call; i = inactive; ? = inconclusive; nt = no result given; ! = not confirmed by another sample; [ ] = another dose, or the depositor's remark. Unless noted, the call rests on the fitted dose curve; in most records, active means well fitted curve in the direction sought with a large enough effect; inconclusive means small, poorly fitted or top-dose-only effect, or another doubt; inactive means no such curve, though single readings can be large; an effect the other way counts as inactive or inconclusive.
SMILES,USP2a inhib,BRCT PPI red,Casp1 inh,A350 autofl,BRCT inh green,GFP derepression,4-MU autofl,UbGFP stabilizer,HEK293 cAMP ctrl,Fluorescein autfl,Caspase-7 inhib
CC(C)Cn1cc(C(=O)NCc2cccs2)c2c3ccccc3n(C)c2c1=O,2%,-1.4%,1%,6.8e-08M*,-2.4%,-1%,7e-08M*,-8%,?,i,-1%
CCn1ncc(C2=NOC(C(=O)Nc3ccc4c(c3)OCO4)C2)c1C (stereo not drawn),nt,-0.6%,1%,nt,-2.3%,nt,nt,nt,15%,nt,-6%
COc1ccccc1OCCNC(=O)c1ccccc1C,6%,-1.1%,0%,i,0.0%,-4%,i,-6%,8%,?,-1%
O=C(Nc1ccc(Br)cc1F)c1ccc2c(c1)N(Cc1ccccc1)C(=O)CS2=O (stereo not drawn),nt,-0.9%,-3%,nt,0.1%,-3%,nt,-7%,14%,nt,-6%
COc1ccc(Oc2ccc(S(=O)(=O)N3CCCCC3)cc2S(=O)(=O)N2CCCCC2)cc1,15%,-0.8%,-2%,nt,-0.9%,0%,nt,-1%,?,nt,-2%
Cc1ccc(N2C(=O)CC(NCc3ccc4c(c3)OCO4)C2=O)cc1Cl (stereo not drawn),31%[activator],1.0%,0%,nt,0.2%,-3%,nt,11%,23%,nt,-6%
CCOc1ccc(C2c3c(oc4ccccc4c3=O)C(=O)N2CCCN2CCOCC2)cc1OCC (stereo not drawn),nt,-1.6%,-2%,nt,-0.1%,nt,nt,-5%,6%,nt,-2%
CN(C)S(=O)(=O)c1ccc(C(=O)OCCCN=C2NS(=O)(=O)c3ccccc32)cc1,nt,0.4%,0%,nt,-0.4%,-2%,nt,-6%,1%,nt,-1%
CCN1CCN(Cc2nc3c(c(=O)n(C)c(=O)n3C)n2CCCc2ccccc2)CC1,-1%,-1.0%,0%,i,-3.8%,1%,i,-1%,20%,i,1%
Cc1ccc(C(C(=O)NC2CCCCC2)N2CCOCC2)cc1 (stereo not drawn),5%,-1.6%,0%,i,-0.3%,2%,i,-2%,16%,i,0%
N#Cc1nc(Cc2cccc3ccccc23)oc1N1CCCCC1,10%,0.1%,-2%,i,-1.7%,0%,i,0%,7%,i,-1%
O=C(Nc1nonc1NC(=O)C1CCCCC1)C1CCCCC1,10%,1.8%,-1%,i,-1.8%,0%,i,3%,23%,?,0%
COC(=O)c1cc2sccc2n1CC(=O)N1CCCc2ccccc21,38%[activator],-1.8%,0%,i,1.9%,2%,i,11%,15%,i,-5%
Cc1ccccc1-c1nc(CS(=O)(=O)CC(=O)NCCN2CCOCC2)c(C)o1,nt,1.0%,-4%,nt,-0.5%,5%,nt,3%,?,nt,-3%
COc1ccccc1CNc1cc(-c2cccnc2)ncn1,27%,-1.7%,0%,i,-1.7%,-5%[9.22 µM],i,-9%,?,i,-3%
CCC(=O)N(Cc1ccco1)c1nc(-c2cc(OC)ccc2OC)cs1,1%,-1.4%,-3%,i,-2.1%,1%,i,-3%,?,i,-1%
COc1ncc2ncc(=O)n(CCc3ccccc3)c2n1,55%[activator],0.7%,-2%,i,0.7%,0%[9.22 µM],i,-5%,7%,i,-7%
COC(=O)c1ccccc1N1C(=O)C2C(C1=O)[C@H]1C=C[C@@H]2C1 (stereo partly drawn),-17%,-1.8%,2%,i,-0.8%,-2%,i,-2%,13%,?,3%
N#Cc1cccc(NC(=O)N2CC3(CCN(C(=O)c4cccc(F)c4)CC3)C2)c1,25%,0.3%,0%,i,-4.7%,-2%[9.22 µM],i,-2%,-6%,?,-1%
O=C1CN(C(=O)COC(=O)c2ccccc2NC(=O)c2ccco2)c2ccccc2N1,40%[activator],0.0%,-3%,?,4.2%,-3%,?,5%,-2%,i,-5%
O=C(Nc1ccc2c(c1)OCCO2)C1CCN(c2nnnn2-c2ccccc2)CC1,12%,-0.4%,0%,i,-2.6%,-1%,i,1%,23%,?,0%
Cn1c(=O)c2c(nc(NCc3ccco3)n2C/C=C/c2ccccc2)n(C)c1=O,8%,0.6%,-2%,i,-4.6%,2%,i,-5%,17%,i,-3%
CCOC(=O)CCCNC(=O)c1cncc(Br)c1,-1%,-1.1%,2%,nt,-1.4%,2%,nt,11%,-2%,nt,0%
Cc1ccc(Nc2nc(N)nc(CN3CCN(Cc4ccc5c(c4)OCO5)CC3)n2)cc1,34%[activator],-0.1%,-1%,?,-0.5%,-2%,i,-4%,19%,?,1%
CCSc1nnc2c(n1)OC(C)(C)Nc1ccccc1-2,-5%,0.9%,0%,nt,0.4%,-2%,nt,-3%,11%,nt,-1%
SMILES,USP2a inhib,BRCT PPI red,Casp1 inh,A350 autofl,BRCT inh green,GFP derepression,4-MU autofl,UbGFP stabilizer,HEK293 cAMP ctrl,Fluorescein autfl,Caspase-7 inhib
O=C1CCc2cc(S(=O)(=O)N3CCC(C(=O)NC4CCCC4)CC3)ccc2N1,nt,2.1%,0%,nt,0.5%,0%,nt,-6%,5%,nt,-2%
CCc1cccc(N(C)C(N)=Nc2cccc3ccccc23)c1,4%,0.9%,1%,i,3.3%,-1%,i,3%,?,i,-1%
CCCn1c(-c2ccc(F)cc2)nc2c(NCCCN3CCOCC3)nc(C)nc21,nt,-2.4%,2%,nt,1.8%,nt,nt,-6%,?,nt,1%
Cn1cccc1C(=O)NC(=O)COC(=O)Cc1coc2ccc3ccccc3c12,19%,1.1%,?,3.8e-08M*,15%,1%,3e-08M*,-2%,27%,?,-13%
CC1(C)CC(N(Cc2cccs2)C(=O)c2ccco2)CCO1 (stereo not drawn),-12%,-1.0%,-1%,?,-1.8%,0%,i,2%,8%,?,0%
Cc1ccc(OCC(O)CN2CCN(CC(O)COc3ccc(C)cc3)CC2)cc1 (stereo not drawn),38%[activator],0.3%,-2%,?,-0.9%,0%,?,2%,?,i,-1%
c1nnn(C23CC4CC(CC(C4)C2)C3)n1,26%,-1.6%,-4%,?,8.0%,0%,i,-3%,1%,?,-3%
CN(c1ccc(C(=O)N2CCCCC2)cc1)S(=O)(=O)c1ccccc1,7%,1.4%,-1%,i,-2.9%,0%,i,-7%,?,i,0%
COC(=O)c1ccc(NCC(=O)c2ccccc2)cc1,-1%,-0.5%,1%,i,-0.2%,-2%,i,2%,7%,i,0%
CN(C)CCCN1c2ccccc2Sc2ccc(C(F)(F)F)cc21,-3%,-1.5%,-3%,?,0.7%[3.08 µM],5%[20.6 µM],6.6e-08M*!,3%[20.5 µM],-1%[25.6 µM],?,0%
O=C(Nc1nnc(/N=C/c2ccco2)s1)c1ccc(F)cc1,1%,-0.2%,-2%,i,1.4%,2%,i,-8%,0%,?,-4%
COCc1cc(C2C(C(=O)c3ccco3)=C(O)C(=O)N2CCOCCO)ccc1O (stereo not drawn),-17%,-0.1%,-2%,i,0.8%,2%,i,2%,13%,?,-3%
O=C(Nc1cccc(-c2nc3cccnc3s2)c1)c1ccco1,38%[activator],-3.7%,0%,i,1.9%,0%,i,3%,3%,i,1%
O=C(O)CCN1C(=O)C(=C2CCCCCC2)SC1=S,-5%,-0.2%,-4%,?,-2.7%,0%,i,nt,6%,i,-2%
COc1ccc(OC)c(S(=O)(=O)n2ccnc2)c1,nt,-0.1%,-4%,nt,-1.0%,nt,nt,-4%,7%,nt,1%
Cc1cc(C)cc(OCC(=O)N(Cc2cccs2)C2CCS(=O)(=O)C2)c1 (stereo not drawn),16%,-0.7%,-5%,1.3e-07M*,0.7%,2%,9.4e-08M*,1%,4%,i,-4%
O=C(C1CCCCC1)N1CCCC(c2nc(-c3ccc(F)cc3)no2)C1 (stereo not drawn),-6%,0.5%,-1%,i,-0.5%,-1%,i,-4%,22%,?,-1%
Cc1ccc(S(=O)(=O)CCC(=O)OCC(=O)Nc2ncc(Cl)cc2Cl)cc1,8%,0.3%,-3%,2.5e-07M*,-2.1%,1%,1.9e-07M*,1%,-3%,?,5%
CC(C)=NOC[C@@H](O)COCc1ccco1,nt,0.9%[15.4 µM],1%[11.5 µM],nt,-1.4%[15.4 µM],nt,nt,nt,-1%[11.4 µM],nt,-1%[11.5 µM]
CC(=O)c1c(C)nn(CC(O)Cn2c3c(c4cc(C)ccc42)CCCC3=O)c1C (stereo not drawn),30%,0.6%,-12%,9.5e-08M*,0.9%,0%,1.1e-07M*,0%,14%,i,-16%
Cn1c(=O)[nH]c2nc[nH]c2c1=O,7%,0.2%,0%,nt,-1.3%,nt,nt,nt,nt,nt,0%
CCOC(=O)c1c(NC(=O)c2ccc(Br)o2)sc(C)c1CC,-26%,-0.7%,?,nt,1.1%,-1%,nt,-19%,?,nt,-22%
CC(C)[C@H](NC(=O)Nc1ccc(Oc2ccccc2)cc1)C(=O)O,-9%,-0.2%,0%,i,-0.1%,-2%,i,6%,0%,?,-1%

# Screening data deposited in PubChem BioAssay by National Center for Advancing Translational Sciences (NCATS).

# This is a subset. The share of hits here may be higher or lower than overall.
